# Tau fluor counter: counter-screen for tau fibril formation inhibitors; tau K18 P301L Alexa594 fluorescence, heparin fibrillization; Potency, µM (top dose mostly 57.7 µM), for inactives: top-dose activity change, negative = decrease; 0.93% of 280,000 active; AID 1463; further: on the % scale 0 is the no-effect control and ±100 the full control effect; nearly all actives have a fitted effect of over 55% in size
#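 Human tau K18 P301L (15 uM unlabeled, 0.24 uM Alexa 594-labeled) in 100 mM sodium acetate pH 7 with 20 uM heparin, 6 hr at 37 C. ThT 30 uM added, 1 hr ambient; Alexa 594 FP and total fluorescence read at 555/632 nm.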
# Tau fibril FP: inhibitors of human tau fibril formation. P10636. K18 P301L tau heparin fibrillization, Alexa594 FP, 6 h. Potency, µM (highest dose often 57.7 µM), for the others: at the highest dose activity, negative = inhibition, usual class: inhibitors. 0.39% of 280,000 active. AID 1468; further: on the % scale 0 is the no-effect control and ±100 the full control effect; nearly all actives have a fitted effect of over 55% in size
# Target sequence (P10636 561-689 P618L limits assumed): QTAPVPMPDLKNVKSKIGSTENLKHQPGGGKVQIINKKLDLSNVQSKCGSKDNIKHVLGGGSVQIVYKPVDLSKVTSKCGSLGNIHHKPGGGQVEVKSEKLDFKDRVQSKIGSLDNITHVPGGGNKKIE
#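 Quantitative HTS format: compounds meet 15 uM recombinant K18 P301L tau and Alexa 594-tau tracer in 100 mM sodium acetate pH 7; 20 uM heparin triggers fibrillization at 37 C over 6 hr; FP gives the signal.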
# Tau ThT inhib: tau fibrillization inhibition (ThT binding) | recombinant tau K18 P301L (four-repeat tau fragment), heparin-induced fibrillization, ThT fluorescence | Potency, µM (series often up to 57.4 µM), inactives show at the top dose activity, negative = inhibition, usual class: inhibitors | 2.1% of 270,000 active | AID 1460; further: on the % scale 0 is the no-effect control and ±100 the full control effect; nearly all actives have a fitted effect of over 55% in size
#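 In this qHTS, human K18 P301L tau is incubated with compound and heparin for 6 hr at 37 C, and Thioflavin T fluorescence then reports fibril load.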
# SMN2 splice up: enhancers of SMN2 splice variant expression | HEK293 SMN2-luciferase splicing reporter, luminescence, 30-36 h | AID 1458 | 2.8% of 210,000 active | Potency, µM (highest dose often 46.1 µM), for the others: at the highest dose activity change, positive = activation, usual class: activators; further: % of control where 0% means no effect; nearly all actives have a fitted effect of over 55% in size
#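 HEK293 cells carry an SMN2 minigene-luciferase reporter in which exon 7 inclusion puts luciferase in frame. Cells were seeded at 2000 cells/well, attached for 10-12 hours, then exposed to compounds for 30-36 hours at 37C before ONE-Glo luminescence.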
# ALDH1A1 block: blocks purified human ALDH1A1 activity; 7.3% of 220,000 active; Potency, µM (series often up to 75.3 µM), for the others: top-dose activity, negative = inhibition, hits mostly inhibitors; Purified ALDH1A1, NADH fluorescence, propionaldehyde substrate; active means well fitted inhibition curve with a large enough effect, not every such curve was filed as active; inconclusive means small, poorly fitted or top-dose-only effect, or another doubt; inactive means no such curve, though single readings can be large or run the other way;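 further: plate controls were no enzyme wells and a reference inhibitor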
# Target sequence (P00352 whole entry, looked up): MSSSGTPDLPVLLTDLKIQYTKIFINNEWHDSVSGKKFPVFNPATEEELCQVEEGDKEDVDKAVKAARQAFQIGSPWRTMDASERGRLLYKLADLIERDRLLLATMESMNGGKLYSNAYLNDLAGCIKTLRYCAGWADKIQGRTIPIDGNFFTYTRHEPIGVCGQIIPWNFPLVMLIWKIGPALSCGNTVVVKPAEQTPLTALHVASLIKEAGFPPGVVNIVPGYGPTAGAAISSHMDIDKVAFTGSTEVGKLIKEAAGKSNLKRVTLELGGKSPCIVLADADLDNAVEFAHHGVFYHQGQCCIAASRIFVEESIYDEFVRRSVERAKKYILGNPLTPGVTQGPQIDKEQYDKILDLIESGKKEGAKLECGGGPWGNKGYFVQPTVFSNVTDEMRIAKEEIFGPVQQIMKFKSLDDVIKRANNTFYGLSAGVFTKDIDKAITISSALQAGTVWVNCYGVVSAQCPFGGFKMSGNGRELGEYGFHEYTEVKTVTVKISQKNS
# HTT cytoprotect: Huntington cell model cytoprotection by ATP luminescence; Potency, µM (titrated, usually from 56.4 µM), for the others: cytoprotection (ATP increase), usual class: activators; 0.14% of 230,000 active; PC12 HTT-Q103 induced, cytoprotection, ATP luminescence, 40 h;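 further: % of control where 0% means no effect; nearly all actives have a fitted effect of over 45% in size; toxic huntingtin expression switched on by the ecdysone agonist tebufenozide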
#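 Compounds added alongside 100 nM tebufenozide, which induces toxic Q103 huntingtin exon 1-GFP in stable PC12 cells; surviving cells quantified by luminescent ATP measurement. Medium: phenol red-free DMEM, 5% equine and 5% calf serum.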
# HttQ103 aggreg: inhibitors of mutant huntingtin aggregate formation in PC12 cells. PC12 HttQ103-GFP aggregates, Acumen cytometry, 40 h. Potency, µM (highest dose often 46.1 µM), without a hit: at the top dose activity change, negative = inhibition, most hits filed as inhibitors. 1.1% of 220,000 active. AID 1688; further: on the % scale 0 is the no-effect control and ±100 the full control effect; nearly all actives have a fitted effect of over 60% in size
#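 PC12/HTTQ103-GFP, ecdysone-inducible; teb 100 nM; cpd qHTS titration; GFP aggregates read on laser cytometer, Ex 488/Em 500-530 nm.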
# JMJD2E inh: blocks human JMJD2E demethylase activity. Potency, µM (series often up to 57.1 µM), for inactives: top-dose activity change, negative = inhibition, actives largely listed as inhibitors. 1.6% of 230,000 active. JMJD2E catalytic domain, FDH-coupled NADH fluorescence (FDH is formaldehyde dehydrogenase). B2RXH2; active means well fitted inhibition curve with a large enough effect, not every such curve was filed as active; inconclusive means small, poorly fitted or top-dose-only effect, or another doubt; inactive means no such curve, though single readings can be large or run the other way;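 further: 0% = wells with enzyme and -100% = buffer wells without enzyme; nearly all actives have a fitted effect of over 50% in size; many of its hits are not listed in these tables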
# Target sequence (B2RXH2 1-337 limits assumed): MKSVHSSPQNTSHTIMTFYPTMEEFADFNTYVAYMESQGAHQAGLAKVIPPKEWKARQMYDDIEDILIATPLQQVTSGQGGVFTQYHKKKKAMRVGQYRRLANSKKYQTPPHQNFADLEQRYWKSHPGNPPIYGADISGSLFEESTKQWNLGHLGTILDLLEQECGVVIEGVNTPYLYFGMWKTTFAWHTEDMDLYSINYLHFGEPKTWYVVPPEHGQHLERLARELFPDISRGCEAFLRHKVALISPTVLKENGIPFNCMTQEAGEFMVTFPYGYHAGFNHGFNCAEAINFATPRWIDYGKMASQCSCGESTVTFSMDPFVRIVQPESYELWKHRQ
# * marks the source's active call; other numbers are inactive results; ? = inconclusive; / = no result given; [ ] = dose if it differs, or a comment. Unless noted, the call rests on the fitted dose curve; in most records, active means well fitted curve in the direction sought with a large enough effect; inconclusive means small, poorly fitted or top-dose-only effect, or another doubt; inactive means no such curve, though single readings can be large; an effect the other way counts as inactive or inconclusive. Potency means the concentration at half of the fitted maximal effect. Not all compounds are listed; rates above refer to the full screens.
# Keys – A = Tau fluor counter; B = Tau fibril FP; C = Tau ThT inhib; D = SMN2 splice up; E = ALDH1A1 block; F = HTT cytoprotect; G = HttQ103 aggreg; H = JMJD2E inh
Cc1ccc2occ(CC(=O)Nc3c(C(=O)Nc4ccc(Cl)cc4)oc4ccccc34)c2c1
  A: ?	B: ?	C: 7%	D: 37%	E: /	F: /	G: /	H: /

COc1ccc(/C(N)=C/C(=O)C(C)(C)C)cc1
  A: -3%	B: 2%	C: 0%	D: -7%	E: 5%	F: -7%	G: 16%[9.22 µM]	H: -4%

O=C(O)C1=C[C@H](c2ccc(C(F)(F)F)cc2)C[C@H](OCc2ccc(CO)cc2)O1
  A: 6%	B: 7%	C: -2%	D: /	E: -8%	F: -19%[10 µM]	G: -15%[9.22 µM]	H: 9%

Cc1cc(C)c(C)c(S(=O)(=O)N2CCN(c3ccc(O)cc3)CC2)c1C
  A: ?	B: ?	C: ?	D: -20%	E: 22µM*	F: -38%[inhibitor]	G: ?	H: -6%

C=CCn1c(SCC(=O)NC2CCCCC2)nc2ccccc2c1=O
  A: -13%	B: -6%	C: -10%	D: 2%	E: -4%	F: -7%[10 µM]	G: 14%	H: 8%

CCOc1ccc(N2C(=O)CC(N(CCc3ccc(OC)cc3)C(=O)c3cccc(F)c3)C2=O)cc1 (stereo unspecified)
  A: -18%	B: -10%	C: ?	D: 23%	E: 7%	F: 3%[10 µM]	G: 21%	H: -1%

Cc1ccc(N2CC(C(=O)Nc3cccc(F)c3)CC2=O)cc1 (stereo unspecified)
  A: -13%	B: -6%	C: -8%	D: 13%	E: -1%	F: 5%	G: -7%	H: 2%

Cc1cc(Nc2cccc([N+](=O)[O-])c2)c2ccccc2n1
  A: -10%	B: 7%	C: -4%	D: -18%	E: 8%	F: 11%[10 µM]	G: -14%[9.22 µM]	H: 9%

CCCCNC(=O)C(CC)Sc1nc2sc(C(=O)OC)c(C)c2c(=O)n1N (stereo unspecified)
  A: 4%	B: -4%	C: -3%	D: -17%	E: ?	F: -15%	G: 32%	H: ?

CCOC(=O)CCc1c(C)c(C#N)c2nc3ccccc3n2c1-n1ccnc1
  A: -1%	B: 0%	C: 3%	D: 0%	E: ?	F: 3%	G: 11%	H: -4%

NC(=O)SC/C(=N\S(=O)(=O)c1ccccc1)Nc1ccccc1
  A: 3%	B: -2%	C: 1%	D: -2%	E: -3%	F: -50%	G: -5%	H: -5%

COc1ccc(C(=O)n2nc(-c3cccnc3)nc2NCc2ccccc2)cc1OC
  A: -27%	B: -7%	C: ?	D: 5%	E: /	F: /	G: /	H: /

O=C(Nc1cccc([N+](=O)[O-])c1)c1ccc2c(c1)OCCO2
  A: -17%	B: -4%	C: ?	D: 18µM*	E: -2%	F: 7%[0.074 µM]	G: -1%	H: 15%

COc1ccc(C(=O)CC(=O)C(=O)NCCc2cccc(C)c2)cc1
  A: 0%	B: 9%	C: 5%	D: -27%	E: 2.2µM*	F: 11%[10 µM]	G: ?	H: -1%

CC1=Nc2cccc3cccc(c23)N1C
  A: 16%	B: 4%	C: 16%	D: 1%	E: 1%	F: -17%[10 µM]	G: 5%	H: 4%

CCOc1ccccc1Nc1nc(-c2sc(NC(=O)c3ccc([N+](=O)[O-])cc3)nc2C)cs1
  A: 7.9µM*[quencher]	B: ?	C: 3.5µM*	D: -63%[inhibitor]	E: 0.79µM*	F: -88%[inhibitor]	G: -2%	H: 6%

Cc1nc(C)c(C(=O)N(c2ccc(C)c(C)c2)C(C(=O)NCc2ccco2)c2ccccc2)s1 (stereo unspecified)
  A: -12%	B: -2%	C: -11%	D: -12%	E: 0%	F: -28%[10 µM]	G: ?	H: 1%

COc1ccc(CCNC(=O)c2c(O)c3cccc4c3n(c2=O)CC4)cc1
  A: -13%	B: 3%	C: ?	D: -7%	E: -6%	F: -5%[10 µM]	G: -18%	H: ?

Cc1ccc(NS(=O)(=O)c2cc(C(=O)OCC(=O)NCC3CCCO3)ccc2C)cc1 (stereo unspecified)
  A: -14%	B: 8%	C: -2%	D: 13%	E: 9%	F: 28%	G: -1%	H: 0%

CCCN1[C@H](C(=O)OC)C[C@@]2(O)[C@@H](O)[C@@H](O)[C@@H](O)C[C@@H]12
  A: -6%	B: -1%	C: -5%	D: 13%	E: -95%	F: -10%	G: /	H: -25%

# 2 entries drawn at random from the list so far:
# Keys – A = Tau fluor counter; B = Tau fibril FP; C = Tau ThT inhib; D = SMN2 splice up; E = ALDH1A1 block; F = HTT cytoprotect; G = HttQ103 aggreg; H = JMJD2E inh
COc1ccc(C(=O)n2nc(-c3cccnc3)nc2NCc2ccccc2)cc1OC
  A: -27%	B: -7%	C: ?	D: 5%	E: /	F: /	G: /	H: /

CCOc1ccccc1Nc1nc(-c2sc(NC(=O)c3ccc([N+](=O)[O-])cc3)nc2C)cs1
  A: 7.9µM*[quencher]	B: ?	C: 3.5µM*	D: -63%[inhibitor]	E: 0.79µM*	F: -88%[inhibitor]	G: -2%	H: 6%

# Other structures follow.
# Keys – A = Tau fluor counter; B = Tau fibril FP; C = Tau ThT inhib; D = SMN2 splice up; E = ALDH1A1 block; F = HTT cytoprotect; G = HttQ103 aggreg; H = JMJD2E inh
COC(=O)CC1c2ccccc2C=C(C)N1C(=O)OC (stereo unspecified)
  A: -9%	B: 1%	C: -7%	D: 6%	E: -2%	F: 14%	G: /	H: -1%

COn1cnnc1-c1ccccc1
  A: 5%	B: -1%	C: -7%	D: -12%	E: ?	F: -18%	G: 16%	H: -6%

O=c1cc(N2CCC(Cc3ccccc3)CC2)[nH]c(=O)n1C1CCCCC1
  A: 3%	B: 2%	C: -1%	D: -23%	E: ?	F: 5%	G: -7%	H: -2%

Cc1ccc(NC(=O)c2ccc(Cl)nc2)cc1
  A: 4%	B: 9%	C: -4%	D: ?	E: -5%	F: -20%	G: 21%	H: 5%

Cc1cc(C)n(/N=C/c2cccc(O)c2)c(=O)c1C(N)=O
  A: -2%	B: 4%	C: -11%	D: /	E: 0%	F: -9%	G: -22%	H: -4%

Cc1ccc(C(=O)Nc2ccc(-c3nc4ccccc4s3)cc2C)cc1C
  A: -14%	B: -15%	C: ?	D: 28%	E: /	F: /	G: /	H: /

O=C(O)CC/C(=N/NC(=O)c1cccs1)c1ccccc1
  A: 1%	B: 0%	C: -10%	D: 8%	E: -7%	F: /	G: 6%	H: 20%

CCc1n[nH]c(=S)n1/N=C/c1c[nH]c2ccc(Br)cc12
  A: ?	B: -5%	C: -18%	D: -11%	E: 4%	F: -17%	G: 8%	H: -4%

O=C(Nc1cc(S(=O)(=O)N2CCOCC2)ccc1Cl)c1cc(=O)c2ccccc2o1
  A: 0%	B: 1%	C: 2%	D: 0%	E: -1%	F: 25%[10 µM]	G: 33%	H: -4%

COC(=O)CNC(=O)/C=C/c1ccc(OC)cc1
  A: 2%	B: 2%	C: 2%	D: 10%	E: 14%	F: 3%	G: -9%	H: 10%

COc1ccc(OC)c(Nc2nc(-c3sc(N)nc3C)cs2)c1
  A: 14µM*[quencher]	B: -9%	C: 11µM*	D: -16%	E: ?	F: -16%[10 µM]	G: -23%	H: -12%

Cc1c(C)n(C)c2ccc([N+](=O)[O-])cc12
  A: -12%	B: -4%	C: ?	D: -4%	E: -7%	F: 11%	G: 11%	H: -3%

CCN(CC)CC(C)OC(=O)c1cc(OC)c(OC)c(OC)c1 (stereo unspecified)
  A: 1%	B: 6%	C: -11%	D: -19%	E: 3%	F: 9%	G: 1%	H: -6%

Clc1ccc(-c2ncc3ccccn23)cc1
  A: -9%[2.34 µM]	B: -2%	C: 3%	D: /	E: ?	F: 7%[10 µM]	G: -10%[9.22 µM]	H: -1%

Cc1nc(/C(=N/O)C(N)=O)cs1
  A: -10%	B: -4%	C: -15%	D: /	E: 0%	F: 3%[10 µM]	G: -6%[9.22 µM]	H: 6%

C=CCn1c(SCC(=O)Nc2cc(NC(C)=O)ccc2OC)nnc1-c1ccccn1
  A: 0%	B: 7%	C: 1%	D: 1%	E: 9%	F: -25%[0.074 µM]	G: -17%	H: 1%

Cc1ccc(NC(=O)CN(c2ccccc2)S(=O)(=O)N(C)C)cc1C
  A: -3%	B: -3%	C: 1%	D: -20%	E: -11%	F: -20%[10 µM]	G: 7%	H: -3%

S=c1[nH]c2ccccc2n2cccc12
  A: -18%	B: -2%	C: -17%	D: /	E: ?	F: 14%[10 µM]	G: -17%[9.22 µM]	H: 11%

CSc1ccccc1NC(=O)CSCc1ccc(Br)cc1
  A: -19%	B: 1%	C: -20%	D: 3%	E: 6%	F: 7%	G: -6%	H: 4%

CCN1C(=O)CCC(C(=O)O)C1c1ccc(OC)cc1 (stereo unspecified)
  A: -18%	B: 0%	C: -16%	D: /	E: -1%	F: 0%[10 µM]	G: 5%[9.22 µM]	H: -18%

Cc1ccc(C(=O)C2CCN(CC(=O)Nc3nc(C)cs3)CC2)cc1
  A: -14%	B: 1%	C: -4%	D: -43%[inhibitor]	E: 1%	F: -27%	G: ?	H: -1%

O=C(CSc1nnc(NC2CCCCC2)s1)NN1C(=O)NC2(CCCCC2)C1=O
  A: -5%	B: -5%	C: -5%	D: /	E: 7%	F: 0%[10 µM]	G: -4%	H: -1%

CSc1ccc(S(=O)(=O)Nc2ccc3c(c2)NC(=O)CC3)cc1
  A: 0%	B: 0%	C: 8%	D: -58%[inhibitor]	E: ?	F: -42%	G: -32%	H: -14%

Cc1ccccc1Cn1nc(C)c(NC(=O)c2cc3n(n2)C(C(F)F)CC(C(F)F)N3)c1C (stereo unspecified)
  A: -5%	B: 3%	C: -8%	D: /	E: 7%	F: 5%	G: -6%	H: 8%

COc1ccc2c(c1)O[C@@H](c1ccc3c(c1)OCO3)[C@H](OC(=O)Nc1ccc(C)c(Br)c1)C2=O
  A: ?	B: ?	C: -7%	D: -1%	E: 0%	F: -23%	G: /	H: -6%

CCN(C(=O)CSc1cc(-c2ccccc2)c2ccc(OC)cc2n1)C1CCS(=O)(=O)C1 (stereo unspecified)
  A: -16%	B: -3%	C: ?	D: /	E: ?	F: 22%[10 µM]	G: 13%	H: ?

O=C(O)C1C2C=CC(C2)C1C(=O)NCc1ccco1 (stereo unspecified)
  A: 10%	B: -4%	C: 5%	D: -2%	E: 0%	F: -24%	G: 8%	H: -12%

O=C(C1CCN(S(=O)(=O)c2ccc(Br)s2)CC1)N1CCc2ccccc21
  A: -18%	B: 2%	C: -6%	D: -25%	E: -1%	F: -10%	G: ?	H: 3%

# Compound activity (PubChem)
